Assay outcomes (PubChem BioAssay)
NCOA2 inhibitor = inhibits human steroid receptor coactivator 2; inhibition, % at 9 µM; 0.17% of 370,000 active; AID 651957; Q15596; HEK293 GAL4-SRC2 luciferase reporter, luminescence;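 active = inhibition above the mean inhibition of all tested compounds plus 3 SD, set per campaign, cut at about 52% in these data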;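 also: 0% = DMSO treated cells and 100% = cells given Gossypol at 36 µM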
SRC1 inh = inhibits human SRC1 coactivator; HEK293 GAL4-SRC1 luciferase reporter, luminescence; Q15788; inhibition, % at 3.6 µM; AID 588354; 0.12% of 360,000 active;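 active = inhibition above the campaign mean plus 3 SD, with each screening campaign given its own cutoff, cut at about 60% in these data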;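 also: 0% = DMSO treated cells and 100% = gossypol at 36 µM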
TWEAK Fn14 block = TWEAK-Fn14 signaling inhibition; TWEAK-stimulated Fn14 reporter cells, luciferase luminescence, 8 h; AID 1159606; 2% of 360,000 active; inhibition, % at 10 µM; in the data active = inhibition above about 50%
NOD2-RIPK2 inh = blocks binding of human NOD2 to RIPK2. O43353. inhibition, % at 4.98 µM. 0.38% of 360,000 active. CHO BLA complementation NOD2-RIPK2, CCF4 ratio; in the data active = inhibition above about 21%;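 also: 0% = vehicle only and 100% = reference blocker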
NR2F2 inh = NR2F2 (human) inhibition, primary screen | HEK293T NGFI-A luciferase reporter, luminescence | inhibition, % at 8.6 µM | 0.7% of 370,000 active | AID 686940;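 active = inhibition above a per-plate cutoff, mean inhibition of test wells between control levels plus 3 SD, cut at about 38% in these data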;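 also: cells cotransfected with COUP-TFII expression vector driving the NGFI-A reporter; 0% = median of COUP-TF2 test wells and 100% = reporter-only cells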
TROY signal inh = TROY signaling inhibition; inhibition, % at 10 µM; AID 1347056; Q293 LMP1-TROYcd NF-kB luciferase reporter, 4 h; 0.98% of 360,000 active;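 active = compounds whose plate-normalised and pattern-corrected inhibition of the luciferase reporter signal at the single screening dose is 50% or more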
NR5A2 inv ag = suppresses constitutive activity of human LRH-1 | HEK293T StAR-luciferase reporter, LRH-1 transfected, 24 h | inhibition, % at 3.6 µM | 0.13% of 360,000 active | AID 602396;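 active = inhibition above the mean inhibition of all tested compounds plus 3 SD, cut at about 73% in these data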;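 also: 0% = DMSO wells and 100% = reporter-only cells lacking LRH-1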
NCOA3 inh = inhibits human SRC3 coactivator; Q9Y6Q9; HEK293 GAL4-SRC3 luciferase reporter, luminescence; inhibition, % at 3.6 µM; 0.17% of 360,000 active; AID 588352;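 active = inhibition above a per-campaign cutoff, the mean of all compounds plus 3 SD, cut at about 60% in these data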;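 also: 0% = DMSO-treated cells and 100% = gossypol-treated cells at 36 µM; higher means less SRC3-driven luciferase light from the GAL4 reporter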
ABHD5-PLIN5 inh = inhibitors of human ABHD5-perilipin-5 interaction; Split G. princeps luciferase complementation, luminescence, 4 h; 0.78% of 360,000 active; inhibition, % at 4 µM; Q00G26+Q8WTS1;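 active = inhibition above the mean inhibition across every tested compound plus 3 SD, cut at about 22% in these data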;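 also: 0% = DMSO only wells and the 100% control is not disclosed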
Target sequence (Q00G26 whole entry, looked up): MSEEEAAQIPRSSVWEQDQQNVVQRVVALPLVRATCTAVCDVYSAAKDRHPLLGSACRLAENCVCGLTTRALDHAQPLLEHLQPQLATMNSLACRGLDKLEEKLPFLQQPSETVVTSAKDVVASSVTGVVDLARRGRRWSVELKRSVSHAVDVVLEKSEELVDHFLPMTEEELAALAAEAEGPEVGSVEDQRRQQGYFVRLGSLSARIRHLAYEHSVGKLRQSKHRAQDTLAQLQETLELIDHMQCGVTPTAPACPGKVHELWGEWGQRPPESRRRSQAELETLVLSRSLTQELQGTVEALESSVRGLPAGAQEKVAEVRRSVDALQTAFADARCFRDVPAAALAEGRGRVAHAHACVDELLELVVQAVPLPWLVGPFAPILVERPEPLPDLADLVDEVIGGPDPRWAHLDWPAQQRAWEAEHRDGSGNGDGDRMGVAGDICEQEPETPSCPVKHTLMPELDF
Target sequence (Q8WTS1 whole entry, looked up): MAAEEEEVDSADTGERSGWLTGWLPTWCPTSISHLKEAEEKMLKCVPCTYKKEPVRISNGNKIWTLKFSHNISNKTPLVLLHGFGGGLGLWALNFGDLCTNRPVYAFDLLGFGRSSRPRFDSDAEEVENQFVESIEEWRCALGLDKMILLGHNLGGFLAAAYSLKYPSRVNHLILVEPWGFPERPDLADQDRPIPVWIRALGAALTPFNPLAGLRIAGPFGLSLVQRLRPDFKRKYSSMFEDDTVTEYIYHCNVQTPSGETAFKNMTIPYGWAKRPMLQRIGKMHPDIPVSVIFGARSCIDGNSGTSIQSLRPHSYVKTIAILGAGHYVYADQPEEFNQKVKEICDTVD
Granule exo inh = blocks lytic granule exocytosis; TALL-104 LAMP-1 surface exposure, flow cytometry; cells stimulated with thapsigargin and PMA; inhibition, % at 10 µM; 0.66% of 360,000 active; AID 651702;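 active = inhibition above about 55%, limit read from the data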
TLR9-MyD88 block = inhibitors of human TLR9-MyD88 binding | Q9NR96+Q99836 | CHO BLA complementation TLR9-MyD88, CCF4 FRET ratio | inhibition, % at 4.98 µM | 0.21% of 340,000 active;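 active = inhibition above the mean over all tested compounds plus 3 SD, cut at about 21% in these data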;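 also: 0% = DMSO only wells and 100% = clavulanate BLA inhibitor control wells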
An asterisk follows results filed as active; / = not tested or not shown.

SMILES	NCOA2 inhibitor	SRC1 inh	TWEAK Fn14 block	NOD2-RIPK2 inh	NR2F2 inh	TROY signal inh	NR5A2 inv ag	NCOA3 inh	ABHD5-PLIN5 inh	Granule exo inh	TLR9-MyD88 block
CCN(CC(=O)Nc1c(F)cccc1F)C(=O)CCCN1C(=O)c2ccccc2C1=O	17	-10	-5	6	-6	12	2	3	0	0	8
COc1ccccc1-n1cc(-c2ccc(Cl)cc2)[nH]c1=O	-11	-21	-3	-10	-2	-46	-8	-1	7	0	3
CN(C)c1cccc(C(=O)NC2CCCCCC2)c1	5	-75	13	-5	-22	-45	-83	-64	-7	1	-6
CC(=O)NC1=NN(C(C)=O)C(C)(CS(=O)(=O)c2ccc(C)c(C)c2)S1 (stereo not given)	14	-3	-2	-9	-10	-22	-21	24	1	5	-11
COc1ccccc1C/C(N)=N/OC(=O)/C=C/c1ccccc1	-49	-24	-15	-16	-25	-73	-19	3	-9	-2	-6
COC(=O)C1=C(C)NC(C)=C(C(=O)OC)C1c1ccc(NC(C)=O)cc1	-10	-15	-24	-2	-29	-7	0	8	3	13	-4
O=C(CCCc1ccccc1)Nc1cccc2c1CCCC2	-1	-9	-4	7	13	-21	-2	-4	-4	2	-2
Cc1cccc(Cn2cnc3c(N)c(C)c(C)cc32)c1	-18	-12	9	5	0	13	12	8	-2	0	-1
CCCn1c(N)c(N(CCOC)C(=O)c2ccc([N+](=O)[O-])cc2Cl)c(=O)[nH]c1=O	-13	-1	2	-2	-3	16	3	-17	1	-23	5
COC(=O)C1=CN(c2cccc(C)c2)C=C(C(=O)OC)C1c1cc(OC)c(O)c([N+](=O)[O-])c1	16	1	-3	3	11	7	-8	16	4	4	0
CCOc1ccccc1C(=O)N(C)CC(=O)Nc1ccc(OC)cc1	-7	-3	3	4	-5	-8	10	5	-3	-6	5
CCOC(=O)Nc1ccc2c(c1)N(C(=O)CCN(C)C)c1ccccc1CC2	-17	7	-14	-6	-11	-11	2	22	5	-2	-3
CC(C)(C)c1ccc(C(=O)N2CCN(C(=O)c3ccco3)CC2)cc1	1	-8	-9	-10	-5	-5	5	1	-1	3	-4
O=S(=O)(Nc1cc(S(=O)(=O)N2CCOCC2)ccc1NCC1CCCO1)c1ccccc1 (stereo not given)	3	-11	15	-1	-29	-3	-25	16	-4	-2	-14
CN(C)CCOC(=O)C12CC3CC(CC(C3)C1)C2	-7	2	-9	-8	-6	-1	-5	7	-3	-2	-4
COc1ccc(N2CCN(C(=O)CN3C(=O)NC(C)(c4ccc5ccccc5c4)C3=O)CC2)cc1 (stereo not given)	25	3	11	-6	19	18	20	4	11	-8	-10
COc1ccc(N2C(=O)CC(N3CCN(S(=O)(=O)c4c(C)cc(C)cc4C)CC3)C2=O)cc1 (stereo not given)	13	4	-11	-4	4	-1	-18	-13	-7	40	-4
Cc1cc(C)cc(NC(=O)NC(C)C2CCCO2)c1 (stereo not given)	11	6	-12	-9	-1	-21	-18	5	1	-8	10
COc1ccc(C(C#N)=C2C=C(Cl)C(=NO)C=C2Cl)cc1	1	21	75*	2	3	42	-12	28	-8	-2	5
CC(=O)Nc1ccc(C(=O)OCc2ccc(Br)cc2)cc1	7	8	-36	-5	8	-9	-16	12	-2	10	2
C=CCn1nc(-c2ccccc2)cc1C(=O)OCC	10	-20	-8	4	2	3	4	-2	-5	-4	-9
O=C(O)c1ccc(NCc2cccc(Br)c2)cc1	-6	1	0	-2	9	1	-10	0	1	-4	1
CSc1nnc2c3c4c(sc3c(=O)n(-c3ccccc3)n12)CC(C)(C)OC4	4	1	10	-13	-2	5	2	8	-2	-2	2
O=C(Cn1cnc2c(nnn2Cc2ccccc2)c1=O)NCc1ccccc1Cl	-45	-21	-7	2	6	-32	13	-13	-4	-6	-3
COc1ccc(OC)c(NC(=O)C2CCCN(S(=O)(=O)c3cccc4nsnc34)C2)c1 (stereo not given)	4	-2	1	-3	15	-14	-16	17	-6	1	0
COc1ccc(C(CNC(=O)CCNC(=O)c2ccc(Br)cc2)N2CCOCC2)cc1 (stereo not given)	10	-1	5	-4	1	-3	3	10	-1	-4	-7
O=C(Nc1nnc(-c2cccs2)o1)c1cccc(Oc2ccccc2)c1	-15	-2	-86	3	19	-40	11	-14	4	1	11
Cc1nnsc1-c1nnc(SCC(=O)c2ccccc2)n1C1CC1	-27	-5	-5	-3	8	6	-21	-75	-6	-2	-16
Cc1ccc(-c2nnn(CC(=O)NC3CC4CCC3C4)n2)cc1 (stereo not given)	2	2	2	-5	-11	-18	0	13	0	-3	3
CC(C)CCNC(=O)C1CCN(c2nc3ccccc3o2)CC1	16	5	-5	-7	-6	15	-5	0	7	-2	-15
CN(C)c1ccc(CC(=O)N2CCCCC2c2cc(C(=O)Nc3ccccc3Cl)no2)cc1 (stereo not given)	22	7	39	3	48*	12	17	5	-10	4	/
CC(=O)Nc1ccc(S(=O)(=O)N2CCC(C(=O)N[C@@H](C)C(=O)NC3CCCC3)CC2)cc1	24	19	-11	1	6	10	-10	-6	-5	-7	-1
Cc1csc(NC(=O)C2CCCCC2)n1	/	-31	-8	-8	/	-34	-59	-24	9	5	2
CC1(C)CC(=O)c2ccc(O)cc2O1	-27	-26	-15	-5	-9	10	2	12	-4	0	2
CCc1ccccc1N(CC(=O)OC)S(C)(=O)=O	14	8	-3	-5	-16	5	-1	9	-1	-1	-3
CSCC[C@@H](CO)NC(=O)[C@H]1O[C@@H](n2ccc(=O)[nH]c2=O)[C@H](O)[C@@H]1O	0	-3	-8	0	-1	-3	17	12	4	-2	/
Cc1ccc(NC(=O)CN2C(=O)C3CCCCN3C(=O)c3ccccc32)cc1 (stereo not given)	-31	13	53*	-4	-11	/	16	-10	-9	-3	-4
CCc1ccccc1NC(=S)N(CCCN(C)C)Cc1cc2cc3c(cc2[nH]c1=O)OCO3	13	-16	-4	-7	-8	2	7	23	-4	-5	-5
CNc1nc(-c2ccc([N+](=O)[O-])cc2)cs1	-100	-63	-1	-8	-36	-38	-97	-61	11	2	9
O=C(CC(=O)Nc1ccc(F)cc1)Nc1ccc(F)cc1	-19	-4	9	1	19	7	5	-5	-6	-3	-1
CCOC(=O)CN1CC23C=CC(O2)C(C(=O)Nc2ccc(F)cc2)C3C1=O (stereo not given)	8	-3	5	-4	-1	13	-6	9	2	1	-3
COc1ccc(CNc2nc3ccccc3s2)cc1OC	-5	-22	-14	2	3	-33	-52	-65	-9	2	-1
Cc1ccc2nc(/C(C#N)=C/c3ccc(-c4ccccc4C(=O)O)o3)[nH]c2c1	-20	-15	11	10	-15	-3	-16	-3	-3	8	2
Cc1cccc(C(=O)NCC(=O)OCC(=O)N(C)CC(=O)Nc2ccc(F)cc2)c1	-7	-24	10	-93	-7	-6	-12	9	-9	-10	3
COc1cc(S(=O)(=O)NC2CCCCC2C)ccc1F (stereo not given)	-5	20	5	6	-9	-7	-15	19	-4	16	-2
Cc1cc(C)n2nc(C(=O)NCc3cccc(C(F)(F)F)c3)nc2n1	-4	0	-7	-17	15	51*	-11	24	0	3	4
COc1ccccc1N(CC(=O)Nc1c(C)cccc1C)S(C)(=O)=O	0	6	-6	-6	-2	-6	-14	20	2	-1	6
O=C(N/N=C/c1cccnc1)c1ccccc1OCc1cccc(Br)c1	-10	0	-27	4	1	-3	25	16	6	9	-3
Cc1csc2ncc(C(=O)Nc3cccc(C(F)(F)F)c3)c(=O)n12	17	9	-16	-17	-18	-82	-12	-2	1	-6	0
Cc1ccccc1NC(=O)NCCc1nc2ccccc2[nH]1	-4	7	-1	-1	8	8	1	6	3	-1	2
COc1ccc(S(=O)(=O)N2CCCC2C(=O)Nc2ccc(C(C)=O)cc2)cc1 (stereo not given)	-4	0	7	-8	12	-6	-12	14	-2	2	-8
CCCCn1c(SCC(=O)NCc2ccco2)nnc1-c1ccco1	5	15	-14	-1	3	13	2	8	3	2	1
CC1CN(C(=O)c2ccc(N3CCCCC3)c([N+](=O)[O-])c2)CC(C)O1 (stereo not given)	-14	4	1	-16	-9	4	-3	13	-4	3	-1
Cc1ccc(-c2nnn(CC(=O)N(CCN3CCOCC3)C(C(=O)NC(C)(C)C)c3ccc(C)o3)n2)cc1 (stereo not given)	-12	6	12	-12	6	-11	6	10	2	4	3
COC(=O)COn1c(SC(C)C)nc2ccccc2c1=O	-17	-23	-12	-5	0	6	0	-3	-1	2	-2
CCOc1ncccc1C(=O)OCc1nnc(-c2ccccc2)o1	-46	5	-10	14	10	-29	6	5	6	-1	-2
CN(CC(=O)Nc1ccccc1Cl)CC(=O)N(C)c1c(N)n(Cc2ccccc2)c(=O)[nH]c1=O	-25	0	1	-12	11	-2	-10	-10	-5	36	-7
CCC(=O)Nc1cc(C)c(NC(=O)CCc2ccccc2)cn1	-1	-10	-2	-3	11	6	11	21	-5	-4	-6
CC(=O)C1=C(O)C(=O)N(c2ccc(Br)cn2)C1c1ccccc1[N+](=O)[O-] (stereo not given)	-26	-16	9	3	15	-9	21	-12	-21	1	-5
Cc1ccc(S(=O)(=O)c2nc(-c3ccccc3)oc2NCCN2CCOCC2)cc1	-30	-9	-7	-2	2	-1	5	5	-4	2	-6

One compound at a time, from the list above.
CCC(=O)Nc1cc(C)c(NC(=O)CCc2ccccc2)cn1 reads NCOA2 inhibitor: -1; SRC1 inh: -10; TWEAK Fn14 block: -2; NOD2-RIPK2 inh: -3; NR2F2 inh: 11; TROY signal inh: 6; NR5A2 inv ag: 11; NCOA3 inh: 21; ABHD5-PLIN5 inh: -5; Granule exo inh: -4; TLR9-MyD88 block: -6
CC(=O)C1=C(O)C(=O)N(c2ccc(Br)cn2)C1c1ccccc1[N+](=O)[O-] (stereo not given) reads NCOA2 inhibitor: -26; SRC1 inh: -16; TWEAK Fn14 block: 9; NOD2-RIPK2 inh: 3; NR2F2 inh: 15; TROY signal inh: -9; NR5A2 inv ag: 21; NCOA3 inh: -12; ABHD5-PLIN5 inh: -21; Granule exo inh: 1; TLR9-MyD88 block: -5

Next compounds follow.
SMILES	NCOA2 inhibitor	SRC1 inh	TWEAK Fn14 block	NOD2-RIPK2 inh	NR2F2 inh	TROY signal inh	NR5A2 inv ag	NCOA3 inh	ABHD5-PLIN5 inh	Granule exo inh	TLR9-MyD88 block
O=C(c1ccco1)N(CCCN1CCOCC1)c1nc(-c2ccc(Cl)cc2)cs1	18	7	0	-15	20	-4	-11	21	13	-2	1
Cc1cc(CN2CCN(CC(=O)Nc3cc(C(F)(F)F)ccc3-n3cncn3)CC2)no1	8	-12	-6	-10	-4	0	4	-12	-7	4	-7
CCC(=O)N1CCc2cc(S(=O)(=O)NC(C(=O)NC3CCCc4ccccc43)C(C)C)ccc21 (stereo not given)	-19	15	-3	-12	11	-9	2	10	2	-6	-8
CCCCn1c(N)c(N(Cc2ccccc2OC)C(=O)CSCC(=O)Nc2ccc(C)cc2)c(=O)[nH]c1=O	2	-1	8	-5	-1	-5	-4	11	2	-2	-6
CCOC(=O)c1sc(=S)[nH]c1C	11	-1	-3	-4	-2	-2	-1	-10	-3	8	-13
COCC(=O)N(C)[C@H]1C[C@H]2c3cc(N4CCN(C)CC4)ccc3CCN2C(=O)[C@H]1[C@H](C)O	21	-3	17	-10	-7	17	-1	-2	3	0	-12
Cc1ccc2oc(NC3=NC4(CCCC4)C4=C(CCCC4=O)N3)nc2c1	-22	-23	52*	6	-20	9	11	-8	-3	-4	/

Some of the compounds tested; the hit share may differ from the screen's.
